# Compound activity deposited in PubChem BioAssay by several laboratories.
# TRAIL sens C8: caspase-8 TRAIL sensitization; NB7+C8 cells + TRAIL, ATPlite viability luminescence; inhibition (viability loss, TRAIL sensitization), % at 10 µM; 1% of 360,000 active;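 active = compounds causing at least 50% loss of cell viability in the single-dose screen, relative to plate controls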
# NCOA2 inhibitor: human SRC2 (NCOA2) inhibition; HEK293 GAL4-SRC2 luciferase reporter, luminescence; inhibition, % at 9 µM; 0.17% of 370,000 active;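 active = inhibition above the mean inhibition of all tested compounds plus 3 SD, set per campaign, cut at about 52% in these data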;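 also: 0% = DMSO treated cells and 100% = cells given Gossypol at 36 µM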
# Target sequence (Q15596 whole entry, looked up, the tested form may be a part): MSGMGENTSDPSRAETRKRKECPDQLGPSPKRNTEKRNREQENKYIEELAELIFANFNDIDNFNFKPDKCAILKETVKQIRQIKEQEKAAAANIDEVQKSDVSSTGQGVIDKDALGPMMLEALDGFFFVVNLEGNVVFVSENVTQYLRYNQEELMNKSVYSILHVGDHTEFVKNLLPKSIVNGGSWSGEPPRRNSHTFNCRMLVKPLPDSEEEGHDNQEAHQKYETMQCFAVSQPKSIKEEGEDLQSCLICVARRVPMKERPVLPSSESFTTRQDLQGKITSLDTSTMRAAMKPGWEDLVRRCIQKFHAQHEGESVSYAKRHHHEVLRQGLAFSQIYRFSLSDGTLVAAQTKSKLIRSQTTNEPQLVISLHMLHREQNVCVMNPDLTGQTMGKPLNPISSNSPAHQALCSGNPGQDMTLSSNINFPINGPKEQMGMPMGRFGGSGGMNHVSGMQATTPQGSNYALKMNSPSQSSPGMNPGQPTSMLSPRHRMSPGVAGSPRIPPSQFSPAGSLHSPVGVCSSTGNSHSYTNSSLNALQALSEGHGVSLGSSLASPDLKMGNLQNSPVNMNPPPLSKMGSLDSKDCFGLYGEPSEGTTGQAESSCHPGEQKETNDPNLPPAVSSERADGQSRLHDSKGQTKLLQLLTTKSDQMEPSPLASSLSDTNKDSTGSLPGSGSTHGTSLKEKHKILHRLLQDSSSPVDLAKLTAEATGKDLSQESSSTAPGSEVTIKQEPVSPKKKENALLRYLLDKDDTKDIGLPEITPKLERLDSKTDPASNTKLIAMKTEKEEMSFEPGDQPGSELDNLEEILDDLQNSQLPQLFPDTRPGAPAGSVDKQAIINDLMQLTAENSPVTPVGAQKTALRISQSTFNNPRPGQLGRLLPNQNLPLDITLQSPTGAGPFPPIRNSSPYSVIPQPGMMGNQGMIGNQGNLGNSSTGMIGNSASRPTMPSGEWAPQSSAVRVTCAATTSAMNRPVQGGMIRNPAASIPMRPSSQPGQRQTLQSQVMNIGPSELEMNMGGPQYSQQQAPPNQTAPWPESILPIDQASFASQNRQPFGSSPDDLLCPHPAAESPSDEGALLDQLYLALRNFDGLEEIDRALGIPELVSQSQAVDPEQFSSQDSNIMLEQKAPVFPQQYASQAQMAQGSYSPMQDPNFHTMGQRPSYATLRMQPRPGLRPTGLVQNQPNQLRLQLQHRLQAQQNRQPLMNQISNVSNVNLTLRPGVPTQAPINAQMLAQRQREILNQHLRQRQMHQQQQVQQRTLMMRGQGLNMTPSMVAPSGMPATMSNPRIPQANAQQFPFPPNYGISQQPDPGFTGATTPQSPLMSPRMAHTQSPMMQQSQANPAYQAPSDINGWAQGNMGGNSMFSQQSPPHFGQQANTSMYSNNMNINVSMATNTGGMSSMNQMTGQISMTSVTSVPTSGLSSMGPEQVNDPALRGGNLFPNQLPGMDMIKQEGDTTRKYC
# COUP-TFII inh: inhibitors of human COUP-TFII (NR2F2) | 0.7% of 370,000 active | AID 686940 | inhibition, % at 8.6 µM | P24468 | HEK293T NGFI-A luciferase reporter, luminescence;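 active = inhibition above a per-plate cutoff, mean inhibition of test wells between control levels plus 3 SD, cut at about 38% in these data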;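 also: cells cotransfected with COUP-TFII expression vector driving the NGFI-A reporter; 0% = median of COUP-TF2 test wells and 100% = reporter-only cells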
# LRH-1 inv ag: NR5A2 inverse agonism in reporter assay; O00482; HEK293T StAR-luciferase reporter, LRH-1 transfected, 24 h; inhibition, % at 3.6 µM; 0.13% of 360,000 active; AID 602396;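 active = inhibition above the mean inhibition of all tested compounds plus 3 SD, cut at about 73% in these data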;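 also: 0% = DMSO wells and 100% = reporter-only cells lacking LRH-1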
# TROY signal inh: blocks TROY-dependent signaling in reporter cells; Q293 LMP1-TROYcd NF-kB luciferase reporter, 4 h; inhibition, % at 10 µM; 0.98% of 360,000 active;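 active = compounds whose plate-normalised and pattern-corrected inhibition of the luciferase reporter signal at the single screening dose is 50% or more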
# LMP1 NFkB inh: Epstein-Barr LMP1 NF-kappaB reporter inhibition | inhibition, % at 12.5 µM | LMP1-induced NF-kappaB luciferase reporter cells, luminescence | 0.69% of 350,000 active; in the data active = inhibition above about 41%; inconclusive = no clear call, values can overlap the other calls;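 also: 0% = neutral control wells and 100% = reference inhibitor control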
# Vif inh: blocks HIV Vif function; HEK293T cells, Vif self-association by quenched fluorescence, imaging, 24 h; inhibition, % at 7.49 µM; 0.35% of 340,000 active; AID 602346; in the data active = inhibition above about 50%, passing the limit was not always enough; inconclusive = no clear call, values can overlap the other calls; inactive = below about 31%; also: some results filed as inactive read as strong as hits
# TLR9-MyD88 block: inhibitors of human TLR9-MyD88 binding; Q9NR96+Q99836; CHO BLA complementation TLR9-MyD88, CCF4 FRET ratio; inhibition, % at 4.98 µM; 0.21% of 340,000 active;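 active = inhibition above the mean over all tested compounds plus 3 SD, cut at about 21% in these data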;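 also: 0% = DMSO only wells and 100% = clavulanate BLA inhibitor control wells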
# SRC3 inh: inhibitors of human steroid receptor coactivator 3 (SRC3); Q9Y6Q9; HEK293 GAL4-SRC3 luciferase reporter, luminescence; inhibition, % at 3.6 µM; 0.17% of 360,000 active; AID 588352;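 active = inhibition above a per-campaign cutoff, the mean of all compounds plus 3 SD, cut at about 60% in these data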;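 also: 0% = DMSO-treated cells and 100% = gossypol-treated cells at 36 µM; higher means less SRC3-driven luciferase light from the GAL4 reporter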
# NCOA1 inh: inhibits human SRC1 coactivator. Q15788. HEK293 GAL4-SRC1 luciferase reporter, luminescence. inhibition, % at 3.6 µM. 0.12% of 360,000 active. AID 588354;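 active = inhibition above the campaign mean plus 3 SD, with each screening campaign given its own cutoff, cut at about 60% in these data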;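 also: 0% = DMSO treated cells and 100% = gossypol at 36 µM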
# NOD2 RIPK2 PPI: blocks binding of human NOD2 to RIPK2 | O43353 | inhibition, % at 4.98 µM | CHO BLA complementation NOD2-RIPK2, CCF4 ratio | 0.38% of 360,000 active; in the data active = inhibition above about 21%;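 also: 0% = vehicle only and 100% = reference blocker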
# Active calls of the source: *; ? = inconclusive; / = not tested or not shown. The list is partial (hit frequency here may not be typical).
entry	SMILES	TRAIL sens C8	NCOA2 inhibitor	COUP-TFII inh	LRH-1 inv ag	TROY signal inh	LMP1 NFkB inh	Vif inh	TLR9-MyD88 block	SRC3 inh	NCOA1 inh	NOD2 RIPK2 PPI
1	CC(=O)c1ccc(OCCCC(=O)Nc2cc(Cl)ccc2-n2cncn2)cc1	4	3	12	14	5	-4	/	-17	-9	9	-4
2	O=C(CN1CCN(Cc2ccccc2)CC1)NCc1ccc(Cl)cc1	-1	-19	6	5	2	9	-4	-6	8	11	0
3	CCn1cc(C(=O)N2CC(C)CC(C)C2)c(=O)c2cc(S(=O)(=O)N3CCCC3)ccc21 (centres undefined)	6	10	-9	-29	-8	5	-1	2	-24	2	-1
4	CN(C)S(=O)(=O)c1ccc(C(=O)Oc2ccccc2)cc1	3	-13	2	2	22	-2	-4	3	-10	0	4
5	Cc1ccc(-n2c(SCC(N)=O)nnc2-c2cnccn2)cc1	6	1	9	13	-7	/	46	/	11	3	-9
6	O=C(O)c1cccc2c1C(=O)N(C1CCCC1)C2	17	12	6	16	8	-1	15	-4	-1	8	-2
7	C/C(=N\Nc1ccccc1C(=O)O)c1ccncc1	2	-34	-47	-20	-28	-30	-4	8	-44	-40	1
8	CCCN(C(=O)c1ccc2c(SCC(=O)O)c3c(nc2c1)CCC3)c1cccc(C)c1	2	10	-1	7	5	-9	7	5	8	-8	-1
9	CCc1cccc(NC(=O)c2cccc3c2C(=O)N(CC2CCCO2)C3)c1 (centres undefined)	-4	2	-18	18	-9	12	-7	0	-7	0	10
10	O=C(Nc1nnc(C2CC2)o1)c1ccc(S(=O)(=O)N2CCc3ccccc3C2)cc1	-5	-16	0	15	14	6	-20	5	11	1	6
11	CC(NC(=O)Cc1ccccc1)C(c1ccccc1)N1CCOCC1 (centres undefined)	-6	-1	19	-9	3	-1	-4	-4	5	4	2
12	Cc1c(NC(=O)CSc2nnc(C(C)N(C)C)n2-c2ccccc2)c(=O)n(-c2ccccc2)n1C (centres undefined)	2	14	-2	13	-10	-2	0	-16	15	-21	-1
13	N#C/C(=C\c1cn(CCOc2ccccc2F)c2ccccc12)C(=O)NCc1cccs1	13	1	5	-4	3	1	?	6	0	1	-5
14	Cc1ccccc1-c1noc(CCC(=O)NCCc2ccccc2)n1	26	10	-11	-1	-15	-2	-12	10	2	-16	-7
15	COc1ccccc1CC(=O)Nc1ccc2[nH]ncc2c1	-2	4	4	-3	-7	-4	3	-2	7	7	1
16	CN(C)C(=O)CSc1nc2cc(S(=O)(=O)N3CCOCC3)ccc2o1	-1	-1	-14	-8	-1	-3	?	3	4	-8	-10
17	COc1ccccc1CNC(=O)CN1C(=O)NC(C)(c2ccc(C(C)(C)C)cc2)C1=O (centres undefined)	-5	-2	1	1	-1	-16	17	-8	-22	-7	-3
18	CC(C)(C)NC(=O)C(c1ccccn1)N(C(=O)C1CSC(=O)C1)c1cccc(F)c1 (centres undefined)	-8	-9	-8	18	-11	-4	/	-4	25	5	2
19	O=C(Cn1cnc2ccccc2c1=O)Nc1nnc(SCc2ccc(Cl)cc2)s1	-8	-16	-11	12	-7	-4	0	-8	8	2	-12
20	Cc1ccc(-n2c(C)cc(C(=O)OCC(=O)N(CC(C)C)C3CCS(=O)(=O)C3)c2C)cc1 (centres undefined)	-7	-7	5	0	-10	3	8	-4	0	0	-1
21	CC1CCc2nn(CC(=O)NCCN3CCOCC3)cc2C1 (centres undefined)	-4	-15	14	-8	-15	-3	0	5	14	-5	-1
22	O=C1NC(c2ccc(F)cc2)Oc2ccccc21 (centres undefined)	-7	-34	-6	9	5	4	-3	2	3	-52	2
23	O=C(NC(O)C(=O)c1ccc(F)cc1)c1ccc(F)cc1 (centres undefined)	6	-2	0	0	-12	0	-3	-4	9	10	0
24	CC1(C(=O)Nc2cccc(C#N)c2)CCN1C(=O)CCc1ccccc1 (centres undefined)	3	6	17	21	-18	/	37	/	-10	-10	5
25	C=CCc1c(C)nc(SCC(=C)C)[nH]c1=O	-10	-10	9	8	-5	2	-3	-5	-9	10	-7
26	O=C(CN1C(=O)c2ccccc2S1(=O)=O)c1ccc(O)c(O)c1	3	-29	12	-11	29	23	1	-6	25	-2	1
27	O=C(NCC1CCCCC1)c1ccc(Cl)nc1	3	-7	-8	9	-2	4	-7	-2	-43	-4	-18
28	Cc1ccc(C(=O)Nc2cc(Cl)ccc2-n2cncn2)o1	-2	-1	-1	30	-28	-6	1	8	9	-36	2
29	CCCCn1nnnc1C1(C)CCC(=O)N1CC1CCCCC1 (centres undefined)	1	-13	-6	3	-11	/	/	/	/	/	3
30	O=C(O)c1cccc2c1C(=O)c1ccc(N3CCCC3)cc1S2(=O)=O	-18	-2	-1	-2	-7	-4	-3	9	7	-4	9
31	COc1ccccc1/C=C/C(=O)OCCN1C(=O)c2ccccc2C1=O	-1	1	8	-13	-18	-6	-1	-7	-16	8	-8
32	COc1ccc(-c2cc(C(=O)NCCc3ccccc3)no2)cc1OC	9	-6	4	-6	-7	8	/	-10	-1	-13	-2
33	CC1CC(=O)Nc2ccccc2N1S(=O)(=O)c1cccc(F)c1 (centres undefined)	5	-7	-4	-1	14	/	-7	/	-2	-28	-2
34	C=CCNc1nc(C(=O)OCC(=O)c2ccc(OC)cc2OC)cs1	-15	-46	-22	-50	-54	-9	-3	-4	-25	-49	-1
35	CCCCN(C)/C=N/c1c(C#N)cnn1-c1ccc(C)cc1	9	-3	7	-39	-16	6	-3	-1	19	-13	4
36	CC1CCc2nc3ccc(S(=O)(=O)N4CCC(C(=O)NC5CCCC5)CC4)cc3c(C(=O)O)c2C1 (centres undefined)	-8	-4	-7	8	0	4	9	7	0	2	-5
37	CCOC(=O)c1cccc(NC(=O)CCc2nc(-c3ccccc3F)no2)c1	9	7	-3	3	26	7	5	11	-14	-5	-8
38	Cc1[nH]n(CCC#N)c(=O)c1CC(=O)N1CCN(c2ccccc2)CC1	24	6	-1	10	-3	3	3	0	-14	6	2
39	O=C(NC1CCCCC1)C1CC(=O)N(CCc2ccccc2)C1 (centres undefined)	15	/	/	15	8	-3	-6	-2	16	-12	-7
40	CC1CCN(S(=O)(=O)N2CCC(C(=O)NCCN3CCOCC3)CC2)CC1	-5	9	6	17	-1	-1	10	0	6	-12	1
41	NC(=S)Nc1cnc2ccccc2c1	-7	-23	-14	-12	-19	-3	-40	-12	-14	-24	-2
42	CCOc1ccccc1NC(=O)c1ccc(Cl)c(NC(=O)CC(c2ccccc2)c2ccccc2)c1	-3	17	-11	5	0	-4	12	-4	2	5	-6
43	COc1ccc(CC(=O)OCC(=O)NCCNC(=O)COC(=O)Cc2ccc(OC)cc2)cc1	-12	-27	-6	14	12	-5	-7	-2	12	-8	-2
44	CCCCC1SC(N)=NC1=O (centres undefined)	-11	8	0	-2	10	-4	21	3	-1	-14	-8
45	CCN(CC)Cc1cc2ccccc2c2c1COC2	-11	-37	3	18	-36	0	-3	5	10	-5	1
46	O=C(c1cc2ccccc2oc1=O)N(Cc1ccco1)Cc1cccs1	6	-8	3	-22	-20	4	59*	10	-12	-8	-2
47	CC(C)c1ccc(NC(=O)CCNC(=O)Cn2ccc3ccccc3c2=O)cc1	9	-2	-5	-9	-5	-3	-8	-3	-4	10	-3
48	CN(CC(=O)Nc1ccc(Cl)c(C(F)(F)F)c1)C(=O)c1ccc2c(c1)OCCO2	-4	13	1	16	8	-3	13	7	5	-8	4
49	CC1(Cc2ccc(F)cc2)C(=O)Nc2c(Cl)cccc21 (centres undefined)	-2	-5	-1	-9	-2	/	3	/	9	5	-5
50	Cn1nc(C(F)(F)F)c(-c2ccc(F)cc2)c1NC(=O)CSCC(=O)O	-14	-19	-4	-13	-9	6	-2	-15	26	8	-2
51	OCC[C@@H]1C[C@H](O)[C@@H](O)[C@]2(OCc3ccc(CO)cc32)O1	1	-11	-2	10	-13	/	17	/	8	-3	7
52	Cc1cc(C)cc(NC(=S)NCCN(C2CCCCC2)C2CCCC2)c1	13	12	-1	14	-3	-7	3	5	21	-1	1
53	CC(=O)NCCc1ccc(S(=O)(=O)N2CCOCC2)cc1	6	14	2	-9	-4	-5	2	8	5	-1	1
54	COc1ccc2[nH]c3c(=S)nc[nH]c3c2c1	-5	-73	-44	-63	5	-23	-2	4	-31	-38	1
55	O=C(COC(=O)Cn1nnc2ccccc21)Nc1ccccc1Br	-16	-2	-5	-9	11	1	-4	0	5	10	0
56	CN(C(=O)COC(=O)c1cc(S(=O)(=O)N2CCOCC2)ccc1F)C1CCS(=O)(=O)C1 (centres undefined)	0	-28	-9	3	-5	2	2	-11	-6	-15	-4

# (listing goes on)
entry	SMILES	TRAIL sens C8	NCOA2 inhibitor	COUP-TFII inh	LRH-1 inv ag	TROY signal inh	LMP1 NFkB inh	Vif inh	TLR9-MyD88 block	SRC3 inh	NCOA1 inh	NOD2 RIPK2 PPI
57	CC(=O)Oc1ccc(/C=N/NC(=O)c2ccc(N(C)S(=O)(=O)c3ccccc3)cc2)cc1	-10	0	-7	4	0	-13	-37	-15	0	-4	-2
58	O=c1[nH]c(/C=C/c2ccccc2F)nc2ccccc12	79*	-40	-40	-103	-38	-12	6	0	-133	-152	1
59	c1cnc2ccc(C(c3nnnn3C3CCCC3)N3CCSCC3)cc2c1 (centres undefined)	-17	1	-5	8	-8	2	-3	6	1	-1	-10
60	COc1cc2c(cc1NC(=O)CCC(=O)O)oc1ccccc12	-14	-5	-3	-3	14	-7	15	3	-16	-10	-6
61	Cc1cccc(N2CC(C(=O)Nc3nccs3)CC2=O)c1C (centres undefined)	1	-3	14	22	-14	-1	10	1	-5	18	-3
62	O=C(CSc1cccc(C(F)(F)F)c1)NC(=O)NCc1ccco1	-5	-4	-11	13	-12	7	16	-1	18	-11	-1
63	O=C(CN1CCOCC1)NCc1ccccc1	-11	/	/	9	17	-3	4	2	1	-6	6
64	Cc1nc(N)sc1C(=O)N1N=N1	-12	12	16	-10	-6	-8	-4	0	-6	7	2
65	Cc1ccc(S(=O)(=O)N(C)c2ccc(OCC(=O)NCC3(N(C)C)CCCCC3)cc2)cc1	2	3	13	19	-11	-11	-3	3	-6	-7	-3
66	Cc1c(CC(=O)NCCCC(=O)O)c(=O)oc2cc3c(cc12)CCC(C)(C)O3	-19	75*	51*	40	39	11	6	5	41	25	-7
67	c1ccc(-c2nnc3sc(-c4csc5c4CCCC5)nn23)cc1	15	-2	9	-19	-34	-9	8	0	-19	-16	-5
68	Cn1c(=O)c2c(nc(NCCCN3CCOCC3)n2Cc2ccc(Cl)cc2)n(C)c1=O	-4	-13	-2	-12	-1	-1	13	-2	15	0	-4
69	CCc1nnc(SCC(=O)Nc2ccc(N3CCOCC3)cc2)n1C	-5	-1	-9	-1	8	-1	0	-6	9	-16	4
70	NS(=O)(=O)c1ccc(CCNC(=O)CC(c2ccccc2)c2ccccc2)cc1	-10	-1	14	-8	-2	1	-4	-8	-2	1	0
